# Screening results as filed in PubChem BioAssay.
# VHR inh abs: VHR1 phosphatase inhibitors, primary screen, biochemical, absorbance, uHTS; AID 1654, 2009; recombinant VHR phosphatase, pNPP absorbance; inhibition, % at 13.3 µM; actives 0.52% (n = 290,000); Dual specificity protein phosphatase 3 (Homo sapiens), P51452; in the data active = inhibition above about 50%; note: some compounds called inactive have numbers as strong as hits
# Target sequence (P51452 whole entry, looked up): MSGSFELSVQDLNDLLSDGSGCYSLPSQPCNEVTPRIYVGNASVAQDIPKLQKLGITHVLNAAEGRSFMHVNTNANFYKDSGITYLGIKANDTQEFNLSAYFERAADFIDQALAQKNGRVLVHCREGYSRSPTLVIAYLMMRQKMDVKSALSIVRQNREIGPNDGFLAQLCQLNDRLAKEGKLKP
# Mtb FBA inh: Mtb FBA enzyme inhibitors, primary screen, biochemical, fluorescence, strain H37Rv | Fructose-bisphosphate aldolase (Mycobacterium tuberculosis (strain ATCC 25618 / H37Rv)), … | inhibition, % at 1 µM | purified M. tuberculosis FBA, fluorescence read-out | actives 2.3% (n = 360,000) | AID 588726, 2011; in the data active = inhibition above about 27%;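 note: 0% = vehicle and 100% = reference inhibitor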
# Target sequence (P9WQA3 whole entry, looked up): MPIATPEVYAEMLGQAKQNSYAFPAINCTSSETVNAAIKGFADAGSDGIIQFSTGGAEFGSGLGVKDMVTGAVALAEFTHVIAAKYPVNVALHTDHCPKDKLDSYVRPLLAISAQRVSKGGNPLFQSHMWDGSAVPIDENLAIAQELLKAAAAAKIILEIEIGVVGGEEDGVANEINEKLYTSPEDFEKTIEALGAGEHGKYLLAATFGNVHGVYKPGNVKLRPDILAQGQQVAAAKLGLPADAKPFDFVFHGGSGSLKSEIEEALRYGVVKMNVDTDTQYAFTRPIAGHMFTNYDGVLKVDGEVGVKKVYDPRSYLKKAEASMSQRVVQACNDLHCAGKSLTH
# Mtb BioA inh: M. tuberculosis BioA enzyme inhibitors, primary screen, biochemical, plate reader, single point, HTS; 7,8-diaminopelargonic acid synthase BioA (Mycobacterium tuberculosis); purified M. tuberculosis BioA enzyme; inhibition, % at 9.99 µM; actives 0.096% (n = 360,000); in the data active = inhibition above about 40%
# GDH-TPI inh: GDH-TPI coupling enzyme inhibitors, primary screen, artefact control for M. tuberculosis FBA inhibitor project, biochemical, absorbance, full deck; actives 1.2% (n = 360,000); AID 588335, 2011; inhibition, % at 4.8 µM; GDH-TPI coupled enzyme counterscreen, NADH absorbance; in the data active = inhibition above about 30%;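 note: 0% = DMSO wells and 100% = wells lacking the enzyme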
# SARS 3CLpro inh: SARS-CoV 3CLpro protease inhibitors, primary screen, biochemical, quenched FRET. Replicase polyprotein 1ab (Severe acute respiratory syndrome coronavirus), P0C6X7. recombinant SARS-CoV 3CLpro, quenched FRET peptide cleavage. inhibition, % at 6 µM. actives 0.14% (n = 290,000); in the data active = inhibition above about 12%
# Mtb UGM inh: M. tuberculosis UGM enzyme inhibitors, primary screen, biochemical, fluorescence polarization, single point. UDP-galactopyranose mutase (Mycobacterium tuberculosis (strain ATCC 25618 / H37Rv)), …. purified UGM, fluorescence polarization probe displacement. inhibition, % at 10 µM. actives 0.06% (n = 320,000). AID 504406, 2011; in the data active = inhibition above about 10%, passing the limit was not always enough
# MazEF act: activators of E. coli MazEF toxin-antitoxin RNase, primary screen, biochemical, fluorescence, uHTS | Endoribonuclease toxin MazF (Escherichia coli (strain K12)), P0AE70 | FAM/BHQ RNA-DNA oligo cleavage fluorescence, 5 h | activation, % at 20 µM | actives 0.32% (n = 350,000); in the data active = activation above about 50%
# Target sequence (P0AE70 whole entry, looked up): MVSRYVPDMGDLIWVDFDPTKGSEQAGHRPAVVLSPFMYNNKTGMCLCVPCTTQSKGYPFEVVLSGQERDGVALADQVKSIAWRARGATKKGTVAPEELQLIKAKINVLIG
# SSB-PriA inh: inhibitors of Klebsiella pneumoniae PriA binding to SSB C-terminal tail, primary screen, biochemical, AlphaScreen | PriA–SSB C-terminal tail interaction (Klebsiella pneumoniae) | AlphaScreen SSBct-PriA binding, biotinylated peptide | inhibition, % at 33 µM | actives 0.6% (n = 430,000); in the data active = inhibition mostly above about 37%, no sharp cut-off; inactive = mostly below about 20%;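 note: plate controls were negative control peptide for no effect and reference peptide for full effect; strong numbers were not always called active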
# Rv3671c inh: Rv3671c serine protease inhibitors, primary screen, biochemical, fluorescence polarization, M. tuberculosis H37Rv; P9WHR9; inhibition, % at 5.96 µM; actives 0.048% (n = 320,000); AID 2606, 2010; in the data active = inhibition above about 38%;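 note: extracellular domain of Rv3671c used as enzyme; 0% = enzyme with DMSO and 100% = no enzyme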
# Target sequence (P9WHR9 whole entry, looked up, the tested form may be a part): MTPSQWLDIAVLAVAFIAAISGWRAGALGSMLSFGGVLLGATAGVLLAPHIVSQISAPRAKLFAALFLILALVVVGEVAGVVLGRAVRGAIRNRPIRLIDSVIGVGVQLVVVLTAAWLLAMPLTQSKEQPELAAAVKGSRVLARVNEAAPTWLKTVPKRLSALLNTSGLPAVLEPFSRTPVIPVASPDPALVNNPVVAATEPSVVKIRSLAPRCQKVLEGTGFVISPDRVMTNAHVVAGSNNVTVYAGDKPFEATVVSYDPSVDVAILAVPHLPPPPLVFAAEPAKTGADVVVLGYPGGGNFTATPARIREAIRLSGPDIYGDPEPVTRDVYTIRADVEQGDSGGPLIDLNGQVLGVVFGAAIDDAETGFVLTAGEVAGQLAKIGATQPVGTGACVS
# Vc quorum ag: inducers of Vibrio cholerae quorum light production without autoinducers, primary screen, BH1578 luxS cqsA deficient, single point; V. cholerae BH1578 lux reporter, luminescence, 6 h; activation, % at 18.7 µM; actives 0.16% (n = 350,000); AID 588436, 2011; in the data active = activation mostly above about 9.7%, no sharp cut-off; note: not every result past the cut was called active; inactives centre near 0; reference of the scale not given here
# Active calls of the source: *; i = inactive; . = no result given; + = active, no number.
SMILES,VHR inh abs,Mtb FBA inh,Mtb BioA inh,GDH-TPI inh,SARS 3CLpro inh,Mtb UGM inh,MazEF act,SSB-PriA inh,Rv3671c inh,Vc quorum ag
CNC(=O)c1sc(-c2ccccc2)nc1C,-6,4,0.1,1,-5,-2.9,12,-1,3,0.9
COC(=O)c1sccc1NC(=O)C1CCCCC1C(=O)O (centres undefined),5,-3,.,-9,-2,0.5,5,-11,-5,i
CCC(C)[C@H](NC(=O)NCCC1=CCCCC1)C(=O)OC (some centres undefined),2,-1,-1.0,-6,3,1.6,6,-14,-4,-0.6
COc1ccc(CCNC(=O)C2CCC(=O)N(CC3CCCCC3)C2)cc1 (centres undefined),-12,5,1.1,8,3,.,-18,-76,.,-0.5
O=C(Cn1cnnn1)Nc1cccc([N+](=O)[O-])c1,8,1,.,-4,2,-3.4,2,0,12,-2.8
CCc1cc2c(SCC(=O)N3CCCC3=O)ncnc2s1,.,7,-1.5,8,.,-2.9,-4,-16,0,i
O=C(CN1C(=O)c2cccnc2Oc2ccc(Cl)cc21)N1CCCC1,-36,-4,-0.4,-7,1,-1.0,-5,-16,-1,-0.6
COc1ccc2oc(=O)c(C(=O)N3CCN(C(=O)c4ccccc4)CC3)cc2c1,-3,27*,.,1,-2,-0.7,5,-5,-4,-0.3
Cn1ccs/c1=N\S(=O)(=O)c1ccc(F)cc1,18,1,-4.5,6,3,-1.1,6,.,2,-5.9
OCc1ccnc2oc3ccccc3c12,.,7,.,-9,.,1.1,10,-7,8,0.6
CS(=O)(=O)c1ccc2nc(NC(=O)C3CC(=O)N(c4ccc(F)cc4)C3)sc2c1 (centres undefined),-17,4,0.6,4,0,1.3,-6,-2,-3,i
O=C(COC(=O)CCNS(=O)(=O)c1ccc(Cl)cc1)Nc1ccccc1OC(F)F,.,0,0.3,-7,.,.,-1,-5,.,i
COc1ccc(OC)c(NC(=O)COC(=O)C2CCC2)c1,.,0,0.9,5,.,-0.8,-9,-17,-4,-0.2
COc1ccc(N2CCN(CCNC(=O)c3ccc4c(c3)[nH]c(=S)n3c5ccccc5nc43)CC2)cc1,26,5,-0.4,9,5,-0.8,9,7,1,-0.2
CC(C)c1c(C(=O)N/N=C/c2ccc(-c3ccccc3)cc2)nnn1-c1nonc1N,1,0,-2.6,-4,2,0.2,2,.,-8,-0.4
O=C(Cn1cnc([N+](=O)[O-])n1)NCCc1ccccc1,11,0,.,1,3,-2.6,4,-7,9,-0.2
CCOC(=O)c1sc2nc(CC(=O)OC)nc(NCc3ccc(Cl)cc3)c2c1C,-23,4,-1.9,1,-2,-0.1,-48,-14,4,i
CC(=O)c1c[nH]c(C(=O)Nc2ccc(N3CCCCCC3)cc2)c1,.,-2,1.6,6,.,2.6,4,18,2,-0.6
O=C(O)CCC(=O)Nc1cccc(-c2csc(-c3ccccc3)n2)c1,-16,0,.,3,3,-1.8,-7,-6,2,-1.6
CCN(CC(=O)NCc1ccc(F)cc1)CC(=O)Nc1cc(S(=O)(=O)N(C)C)ccc1C,.,-2,.,-5,.,1.6,1,-2,-16,i
C=C1c2ccccc2NC(=O)N1c1ccc(C)cc1,6,0,-1.7,6,-13,-0.4,11,8,2,-1.0
CC(C)CCn1nc(C(=O)OC(C)C(=O)NC(N)=O)c2ccccc2c1=O (centres undefined),19,0,0.7,-5,1,1.8,1,-14,-10,i
Cc1cc(C(=O)N/N=C/c2sc(N3CCOCC3)nc2-c2ccccc2)c(C)o1,-14,3,.,8,4,-1.6,0,.,18,-0.7
CC(CN1CCOCC1)OC(=O)Cc1ccc(Cl)cc1 (centres undefined),-6,5,.,4,4,-0.1,-1,-3,4,0.7
C=CCSc1nc2c(c(=O)[nH]c(=O)n2C)n1Cc1ccccc1,17,-1,-1.9,-2,0,-0.9,-13,-2,5,i
O=C(CNC(=O)c1cccs1)NCC(=O)OCc1ccccc1Cl,-1,-3,1.4,-1,-1,-0.3,7,-7,-5,-1.7
Cc1ccc(-c2csc3n[nH]c(=S)n23)cc1,10,-6,1.6,6,-2,-0.2,-14,5,-1,.
CNc1oc(-c2cccs2)nc1C#N,14,+,-4.3,23,-4,-2.9,4,5,0,i
CN(C)C(=O)c1coc2nc3ccccc3nc12,8,131*,.,11,-2,0.6,13,2,-4,-0.7
COCCNC(=O)C(c1c[nH]c2ccccc12)N(C(=O)c1snc(C(N)=O)c1N)c1cccc(OC)c1 (centres undefined),11,-1,.,0,0,-0.1,-3,5,-5,i
CCN(CC)S(=O)(=O)c1ccc(C(=O)NCC2CCCCC2)cc1,41,-3,-0.2,4,1,1.1,-3,-12,-5,-0.5
CCN(CC)CCCN=C(C)c1c(O)n(-c2ccc(C)cc2)c(=O)[nH]c1=O,33,1,-0.1,10,1,-1.2,-5,-11,9,5.6
CCN(CC)C(=O)C1=C(C)N(Cc2ccccc2)C(=O)C(CC(=O)NCCCCc2ccccc2)C1 (centres undefined),.,2,-2.7,13,.,.,4,.,.,-0.4
COc1cc(S(=O)(=O)Nc2ccccc2)ccc1NC=O,5,1,-1.8,0,3,0.1,5,-22,-3,-0.5
Cc1c(NC(=O)CN(c2ccc(F)cc2)S(=O)(=O)c2ccccc2)c(=O)n(-c2ccccc2)n1C,-11,4,1.7,5,0,2.0,2,-8,0,.
CCOc1ccc(CCNc2nc3ccccc3n3cnnc23)cc1OCC,-2,0,-0.5,18,4,1.3,-3,-1,5,-0.3
Cc1cc(C)n(CCN(C)C(=O)CCc2nnc(-c3ccc4c(c3)OCO4)o2)n1,21,5,.,1,5,-4.9,10,-10,4,-0.5
O=C(CCCNC(=O)/C(=C\c1ccc(F)cc1)NC(=O)c1ccccc1)OCc1ccccc1,22,2,0.2,5,-7,2.1,5,3,-8,i
CC(Oc1ccccc1F)C(=O)NNC(=O)CC(C)c1ccccc1 (centres undefined),.,-1,-1.4,6,.,0.6,-7,-6,-15,0.1
O=c1cc(CN2CCN(c3ccccc3F)CC2)c2cc(O)c(-c3ccccc3)cc2o1,42,0,-1.7,4,-4,6.2,1,3,1,i

# Compound profiles, as listed above. Order of screens: VHR inh abs | Mtb FBA inh | Mtb BioA inh | GDH-TPI inh | SARS 3CLpro inh | Mtb UGM inh | MazEF act | SSB-PriA inh | Rv3671c inh | Vc quorum ag
# `CC(Oc1ccccc1F)C(=O)NNC(=O)CC(C)c1ccccc1` (centres undefined) as listed: . | -1 | -1.4 | 6 | . | 0.6 | -7 | -6 | -15 | 0.1
# `COCCNC(=O)C(c1c[nH]c2ccccc12)N(C(=O)c1snc(C(N)=O)c1N)c1cccc(OC)c1` (centres undefined) as listed: 11 | -1 | . | 0 | 0 | -0.1 | -3 | 5 | -5 | i

# Additional results follow:
SMILES,VHR inh abs,Mtb FBA inh,Mtb BioA inh,GDH-TPI inh,SARS 3CLpro inh,Mtb UGM inh,MazEF act,SSB-PriA inh,Rv3671c inh,Vc quorum ag
COc1ccc(C(C)=O)cc1CN1C(=O)C(C)ON=C1c1ncccc1C (centres undefined),.,6,7.4,4,.,.,.,.,.,-0.5
COC1=CC2[C@@H]3Cc4ccc(OC)c(O)c4[C@]2(CCN3C)CC1=O (some centres undefined),.,2,0.4,11,.,-1.2,7,2,2,-6.2
CC(=O)NC(=S)Nc1ccc(NC(=O)COc2ccc(Cl)cc2)cc1,18,0,0.0,-6,2,0.6,2,-26,-21,.
O=C(CCCCn1c(=O)c2ccccc2n(CC(=O)NC2CCCC2)c1=O)NCc1ccco1,-19,2,-1.2,19,0,-1.1,3,-9,-6,i
CCc1ccc(C(=O)NC(C(=O)NCC2CCCO2)C(C)C)cc1 (centres undefined),-3,-2,-2.4,-1,2,0.0,-1,-1,5,-0.2
Cc1ccc(C(=O)Nc2ncccc2C)cc1S(=O)(=O)N1CCOCC1,.,-3,-0.5,0,.,-1.2,3,-10,-6,-1.9
CCOC(=O)C1CCCN(C(=O)c2cc3c(-c4cccc(OC)c4)nn(C)c3s2)C1 (centres undefined),-6,3,-0.1,5,-2,3.1,-8,-5,-4,i
O=C(N=C1SC2CS(=O)(=O)CC2N1c1ccc(F)c(Cl)c1)C1CC1 (centres undefined),-20,5,-4.6,8,9,-0.6,2,-8,12,i
CC(C)C(C)NC(=O)CSc1ccc(S(=O)(=O)N2CCOCC2)cn1 (centres undefined),.,2,-1.9,12,.,.,-4,0,9,-0.2
COc1ccc(N(CC(=O)NCCSCc2ccco2)S(=O)(=O)c2ccc(C)cc2)cc1,34,0,.,7,4,-1.3,-17,-2,0,-0.9
CCOc1cc(C(=O)NC(=S)Nc2nc(C)cc(C)n2)cc(OCC)c1OCC,-16,1,-0.7,9,7,1.2,9,-9,-2,-0.3
CC(C)C(=O)OC1CCS(=O)(=O)c2sccc21 (centres undefined),-19,1,-1.3,-5,4,0.9,0,-7,-1,i
O=C(NCc1ccccc1)c1cc(C2CCCN(C(=O)c3ccccc3)C2)on1 (centres undefined),.,0,1.6,5,.,.,.,.,.,i
Cc1ccc(S(=O)(=O)CCC(=O)OCC(=O)Nc2cccc(S(=O)(=O)N3CCCCC3)c2)cc1,.,3,-1.9,16,.,.,5,.,.,0.3
CC1CCN(C2(O)C(=O)Nc3ccc([N+](=O)[O-])cc32)CC1 (centres undefined),30,0,2.1,32*,-2,0.4,10,-9,-4,i
CN1CC(=O)N(CC(=O)Nc2ccc(N(C)C)cc2)c2ccccc2C1=O,-7,-1,-1.9,-3,1,1.5,4,-1,-1,5.0
CC(=O)Nc1ccc(S(=O)(=O)NC(C(=O)O)C(C)O)cc1 (centres undefined),-4,1,.,14,3,0.3,2,-1,8,-0.5
COc1cc(OC)c(C(=O)Nc2cccnc2)cc1OC,42,2,85*,4,3,-0.9,-4,2,2,-1.5
COc1cc(OC)cc(C(=O)NCC(=O)Nc2ccc(C)c(Cl)c2)c1,10,-1,-1.2,13,5,-0.1,-2,7,-8,i
COc1ccc(/C(N)=N/OC(=O)c2ccc(C)c([N+](=O)[O-])c2)cc1,20,-2,-1.4,-8,-4,3.1,8,i,5,.

# Looked up above.
# Result for CC(C)C(=O)OC1CCS(=O)(=O)c2sccc21 (centres undefined) in SARS 3CLpro inh: 4
# Result for COC1=CC2[C@@H]3Cc4ccc(OC)c(O)c4[C@]2(CCN3C)CC1=O (some centres undefined) in Vc quorum ag: -6.2

# Other results
SMILES,VHR inh abs,Mtb FBA inh,Mtb BioA inh,GDH-TPI inh,SARS 3CLpro inh,Mtb UGM inh,MazEF act,SSB-PriA inh,Rv3671c inh,Vc quorum ag
O=C(O)CCC(=O)N1N=C(c2ccccc2)CC1c1cccs1 (centres undefined),25,0,0.9,-4,2,0.5,-6,4,3,-0.3
Brc1cccc(-c2nc(-c3ccncc3)no2)c1,9,-1,-1.6,0,1,-0.2,-1,-10,3,i
COc1ccc(S(=O)(=O)N(CC(=O)N2CCN(c3ccccc3OC)CC2)c2ccccc2)cc1,0,-1,-1.1,1,1,2.5,-11,0,-8,i
O=C(COC(=O)c1cc([N+](=O)[O-])ccc1NCCO)c1ccccc1,-26,-1,-1.0,14,4,0.1,0,16,5,i
CCCn1c(=N)n(CC(O)COc2ccc(C)cc2)c2ccccc21 (centres undefined),12,2,.,-4,0,3.6,23,0,-1,0.7
COc1cnc(-c2ccccn2)nc1Sc1ccc(Cl)cc1,25,-1,-0.3,-2,2,0.0,-14,-2,-23,i
Cc1cc(C)nc(/N=C(/NC(=O)c2ccccc2)Nc2ccccc2)n1,10,-1,-1.0,2,3,1.3,4,.,-4,25

# A portion of the library; count on the stated rates, not on these rows.
